SW480 rerep: A quantitative high throughput screen for small molecules that induce DNA re-replication in SW480 colon adenocarcinoma cells; SW480 DNA re-replication, Hoechst DNA content imaging, 48 h; Potency, µM (highest dose often 46.1 µM), without a hit: at the top dose re-replication activation, hits mostly activators; AID 624297, 2012; actives 1.8% (n = 340,000); further: potency means the concentration at half of the fitted maximal effect; % of control where 0% means no effect; nearly all actives have a fitted effect of over 55% in size
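Per well, 250 cells were exposed to pinned compound for 48 hr. Nuclear DNA was visualised with Hoechst (40 min, 37 C) and total object intensity recorded by fluorescence scanning.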
KB-3-1 tox: qHTS assay for MDR1-selective chemotherapeutics: Primary screen using the parental adenocarcinoma cell KB-3-1 | KB-3-1 viability, CellTiter-Glo ATP luminescence, 72 h | Potency, µM (highest dose often 46.1 µM), inactives show at the top dose activity change, negative = cytotoxic, usual class: cytotoxic | actives 1.4% (n = 400,000) | AID 1347075, 2019; further: potency means the concentration at half of the fitted maximal effect; on the % scale 0 is the no-effect control and ±100 the full control effect; nearly all actives have a fitted effect of over 60% in size
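KB-3-1 parental drug-naive adenocarcinoma cells in DMEM/10% FBS, incubated 72 h at 37 C with pin-transferred compounds across a concentration series. Viability by CellTiter-Glo luminescence; concentration-response curves fitted after normalization.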
DRD3 antagonist: qHTS of D3 Dopamine Receptor Antagonist: qHTS. AID 652054, 2013. D(3) dopamine receptor (Homo sapiens), P35462. D3R cells, DiscoveRx beta-arrestin luminescence, antagonist mode; stronger effect = lower value. actives 2.5% (n = 360,000). max response, negative = inhibition, %; in the data active means max response below about -50%; inconclusive means no clear call, values can overlap the other calls; further: on the % scale 0 is the no-effect control and ±100 the full control effect; mostly tested at two doses, the higher about 12 µM
Target sequence (P35462 whole entry, looked up): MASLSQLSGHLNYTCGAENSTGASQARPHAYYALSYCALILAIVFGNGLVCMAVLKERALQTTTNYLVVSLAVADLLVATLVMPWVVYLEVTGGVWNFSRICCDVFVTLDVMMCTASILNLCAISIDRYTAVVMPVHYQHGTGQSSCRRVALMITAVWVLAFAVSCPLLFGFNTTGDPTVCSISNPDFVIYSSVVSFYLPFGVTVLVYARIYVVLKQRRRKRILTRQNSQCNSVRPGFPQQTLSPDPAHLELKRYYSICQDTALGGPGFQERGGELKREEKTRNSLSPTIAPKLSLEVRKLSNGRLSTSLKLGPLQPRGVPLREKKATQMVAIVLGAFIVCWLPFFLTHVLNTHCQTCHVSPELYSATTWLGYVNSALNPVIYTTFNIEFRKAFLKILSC
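Cells plated overnight at 1500 cells/well, then exposed to library compounds with dopamine controls for 90 minutes at 37 degrees C. DiscoveRx reagent added for 30–60 minutes at room temperature; luminescence read, quantitative HTS format.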
HT1080-NT tox: qHTS for induction of synthetic lethality in tumor cells producing 2HG: qHTS for the HT-1080-NT fibrosarcoma cell line; Potency, µM (series often up to 46.1 µM), for the others: at the highest dose activity, negative = less viability, usual class: cytotoxic; AID 686970, 2013; actives 1.6% (n = 360,000); HT-1080-NT fibrosarcoma viability, CellTiter-Glo ATP luminescence, 48 h;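 further: NT is the 2HG producing partner of a matched IDH1 knockdown line; potency means the concentration at half of the fitted maximal effect; 0% = DMSO-treated cells and -100% = media-only wells without cells; nearly all actives have a fitted effect of over 55% in size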
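750 cells/well, RPMI + 5% FBS; 2 h settle, compound pin-transfer, 48 h at 37 degrees C. CellTiter-Glo 10 min RT, luminescence. Normalized to DMSO and media-only wells.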
KB-V1 cytotox: qHTS assay for MDR1-selective chemotherapeutics: Primary screen using the drug-selected MDR subline cells KB-V1 | AID 1347076, 2019 | KB-V1 MDR cells viability, CellTiter-Glo, 72 h | actives 3.4% (n = 400,000) | Potency, µM (highest dose often 46.1 µM), for inactives: at the top dose activity change, negative = cytotoxicity, usual class: cytotoxic; further: potency means the concentration at half of the fitted maximal effect; on the % scale 0 is the no-effect control and ±100 the full control effect; nearly all actives have a fitted effect of over 60% in size
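Cytotoxicity toward P-gp-expressing KB-V1 cells was determined as loss of CellTiter-Glo luminescence after 72 h at 37 degrees C. Compounds were tested in quantitative HTS format across a concentration range, with curves fitted to normalized data.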
GLP-1R agonist: qHTS of GLP-1 Receptor Agonists; Glucagon-like peptide 1 receptor (Homo sapiens), P43220; Potency, µM (highest dose often 45.6 µM), inactives show at the top dose activation, actives largely listed as activators; HEK293 GLP-1R CRE-luciferase, luminescence, 4-6 h; cells express a hypersensitive GLP-1R form; actives 0.007% (n = 380,000); further: potency means the concentration at half of the fitted maximal effect; % of control where 0% means no effect
Target sequence (P43220 whole entry, looked up): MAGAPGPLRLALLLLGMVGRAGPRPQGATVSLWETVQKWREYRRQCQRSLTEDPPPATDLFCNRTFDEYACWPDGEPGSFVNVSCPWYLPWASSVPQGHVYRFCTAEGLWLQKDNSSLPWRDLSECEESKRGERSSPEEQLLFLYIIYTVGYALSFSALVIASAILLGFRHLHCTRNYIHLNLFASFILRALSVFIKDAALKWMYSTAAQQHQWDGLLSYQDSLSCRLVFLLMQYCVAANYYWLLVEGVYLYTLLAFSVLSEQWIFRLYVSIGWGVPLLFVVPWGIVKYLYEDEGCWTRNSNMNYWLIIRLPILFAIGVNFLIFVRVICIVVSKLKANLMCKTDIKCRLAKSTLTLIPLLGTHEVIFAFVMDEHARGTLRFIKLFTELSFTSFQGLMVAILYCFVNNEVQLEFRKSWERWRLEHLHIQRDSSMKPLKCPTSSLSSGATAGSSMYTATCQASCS
D3 ag: qHTS of D3 Dopamine Receptor Agonist: qHTS; D(3) dopamine receptor (Homo sapiens), P35462; D3R DiscoveRx beta-arrestin cells, luminescence, 90 min; max activation, %; actives 0.58% (n = 410,000); AID 652048, 2013; in the data active means max activation above about 30%; further: 0% is about no effect; mostly tested at two doses, the higher about 12 µM
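Agonist-mode cell screen: cells plated at 1500/well and incubated overnight at 37 °C, then exposed to library compounds for 90 min at 37 °C. Detection reagent was added for 30–60 min at room temperature, and luminescence was read.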
HT1080 IDH1KD tx: qHTS for induction of synthetic lethality in tumor cells producing 2HG: qHTS for the HT-1080-IDH1KD cell line | HT-1080 IDH1 knockdown viability, ATP luminescence, 48 h | Potency, µM (series often up to 46.1 µM), for inactives: at the top dose activity, negative = toxicity, actives largely listed as cytotoxic | actives 2% (n = 360,000) | AID 686971, 2013;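 further: potency means the concentration at half of the fitted maximal effect; 0% = DMSO wells and -100% = cell-free medium wells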
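Cytotoxicity counter-line: IDH1KD HT-1080, 48 h, CellTiter-Glo. Curves classed by r2, magnitude and activity.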
IL-1B inflam inh: qHTS for Inhibitors of Inflammasome Signaling: IL-1-beta AlphaLISA Primary Screen. activity change, % at 57.5 µM. actives 4.7% (n = 360,000). AID 743279, 2014. THP-1 LPS/ATP IL-1B secretion, AlphaLISA, 16 h; stronger effect = lower value; in the data active means activity change below about -50%; inconclusive means mostly about -30% to -49%; further: on the % scale 0 is the no-effect control and ±100 the full control effect
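THP-1 cells pretreated 1 hr with compounds (up to 57.5 uM final), then stimulated with LPS (250 ng/mL final) plus ATP (1.25 mM final); secreted IL-1B measured by AlphaLISA after 16 hr, decreased signal indicating inhibition.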
Starred values were filed as active, the others as inactive; ? = inconclusive; / = no result given; & = joins results of further samples; [ ] = dose if it differs, or a comment. Unless noted, the call rests on the fitted dose curve; in most records, active means well fitted curve in the direction sought with a large enough effect; inconclusive means small, poorly fitted or top-dose-only effect, or another doubt; inactive means no such curve, though single readings can be large; an effect the other way counts as inactive or inconclusive.

Every second line gives: SW480 rerep, KB-3-1 tox, DRD3 antagonist, HT1080-NT tox, KB-V1 cytotox, GLP-1R agonist, D3 ag, HT1080 IDH1KD tx, IL-1B inflam inh
CC(=O)c1cccc(NC(=O)COC(=O)Cn2cnc3ccccc32)c1
→ 9%, ?, 1, 1%, ?, -6%, 1, 1%, 6
COc1ccc(C(=O)NCCCNc2nc3cc(C)cc(C)c3cc2C#N)cc1
→ /, 2%, -7, -17%, ?, 12%, -7, 3%, 33
COc1ccc2nc(NC3=NC(c4ccccc4)CC(=O)N3)nc(C)c2c1 (centres undefined)
→ -4%, -9%, 24, ?, -3%, 19%, 26, 18µM*, 15
CCOC(=O)Cc1csc(NS(=O)(=O)c2ccc(SC)cc2)n1
→ -2%, 2%, -5, 0%, 1%, 0%, 5, -11%, 5
CCC(C)(C(=O)NC1CCCCC1)N(C(=O)C1CCC(=O)N1)c1ccccc1 (centres undefined)
→ 1%, -3%, 0, 22%, 8%, -7%, 2, 14%, 23
Cc1cc(NC(=O)COC(=O)c2c(Cl)cccc2Cl)no1
→ ?, ?, 19, -22%, -18%, 4%, -3, -30%, -6
CC1S/C(=C(\C#N)C(N)=O)N(c2ccc(F)cc2)C1=O (centres undefined)
→ -2%, 3%, -23, -12%, -2%, 4%, -1, -5%, 18
CCOC(=O)CCCNC(=O)COC(=O)[C@@H]1CCCN1S(=O)(=O)c1ccc(Cl)cc1
→ -1%, 4%, -26, -4%, ?, 2%, -5, -2%, 54
CCc1ccc(NC(=O)CCNS(=O)(=O)c2ccc3c(c2)CCCC(=O)N3)cc1
→ /, -14%, /, /, 0%, -8%, -4, /, /
O=P(Cc1cc[n+]([O-])cc1)(c1ccccc1)c1ccccc1
→ -5%, 0%, -3, -4%, 20%, 5%, -10, -1%, -11
COC(=O)c1ccc(COc2ccccc2/C=C(\C#N)C(=O)Nc2ccc(C)cc2)cc1
→ 16%, -5%, -10, -7%, -5%, 2%, 2, -26%, 12
O=C(NCc1ccccn1)c1c(O)c2cccc3c2n(c1=O)CC3
→ -4%[9.22 µM], -5%, -56*, 1%, ?, 6%, -4, 3%, -2
COc1ccccc1C1=NOC(C(=O)N2CCN(C(=O)c3ccco3)CC2)C1 (centres undefined)
→ 11%, 3%, -8, ?, 1%, 1%, 0, 29%, -9
CCC(C)(C)NC(=O)C(c1ccc(OC)cc1)N(C(=O)CCC(=O)Nc1cc(C)on1)c1ccc(OC)cc1OC (centres undefined)
→ -5%, 2%, -2, -20%, -20%, 8%, 4, -11%, 35
Cc1ccc2nc(-c3ccccc3)cc(C(=O)NNC(=O)c3csc(N4CCOCC4)n3)c2c1
→ -3%, -23%, 19, -1%, 21µM*, -22%, 12, -18%, -6
CN(C(=O)CSc1nnc(-c2ccncc2)n1C)C1CCS(=O)(=O)C1 (centres undefined)
→ 2%, -1%, 0, 18%, 0%, 3%, -7, 11%, 21
CCCn1c(N)c(C(=O)COC(=O)CNC(=O)c2ccccc2OCC)c(=O)[nH]c1=O
→ -16%, 0%, -18, 1%, -5%, -2%, -3, 0%, ?
CCc1ccc(CN(C(=O)c2cc3ccccc3oc2=O)C2CCS(=O)(=O)C2)cc1 (centres undefined)
→ -1%, -2%&0%, 17, 15%, -5%&0%, -10%, -1&-2, 2%, 8
Cc1cc(N/N=C/c2ccc(N(C)C)cc2)nc(NCc2ccccc2)n1
→ 21µM*, -1%, 8, 8%, -5%, 4%, -7, 8%, -61*
CCCCn1c(SCC(=O)/C(C#N)=C(\C)N)nc2ccccc2c1=O
→ -49%[inhibitor], -6%, 0, 9%, ?, 16%, -4, 26%, ?
CN1CCN(C2CC(=O)N(c3ccc4c(c3)OCCO4)C2=O)CC1 (centres undefined)
→ -7%, 5%, ?, 15%, 14%, -1%, -2, 12%, 18
COCCCNC(=O)c1cn(CCOC)c(=O)c2c1c1ccccc1n2C
→ -9%, 4%&2%, -1, 7%, -7%&-7%, 0%, 1&4, 12%, 0
c1ccc(OCCNc2ccn3nc(-c4ccco4)cc3n2)cc1
→ /, 0%, 23, 1%, 4%, ?, 5, 5%, -16
O=C(NCc1ccccn1)c1ccc(OC2CCN(Cc3ccccc3O)CC2)cc1
→ -11%, 5%, 5, 2%, -12%, -7%, -6, 7%, 0
CSc1nc(-c2ccccc2)c(-c2ccccc2)[nH]1
→ ?, ?, ?, -10%, 12µM*, -9%, -4, -17%, -20
Cc1ccc(COc2ccsc2-c2n[nH]c(=S)n2C)cc1
→ -17%, -6%, 48, 8%, 0%, -9%, 6, 1%, -12
C=CC[C@@H](CC(=O)N(CCO)Cc1ccccc1)C(=O)N[C@@H](C)COC(=O)[C@@H](CC=C)Cc1ccc(F)cc1
→ -12%, 8%, -5, 1%, 3%, 2%, -4, 3%, -3
COc1ccccc1Cn1c(=S)[nH]c2cc(C(=O)N3CCN(c4ccccc4OC)CC3)ccc2c1=O
→ -1%, 0%, 12, -4%, ?, -7%, 0, -4%, 0
CN(C(=O)c1cccc(NC(=O)c2cccs2)c1)c1ccccc1
→ -11%, /, 27, -4%, /, -1%, -2, -4%, ?
Cc1cc(C)n(-c2nc(C)nc3sc4c(c23)CCC(C)C4)n1 (centres undefined)
→ -2%, -14%, 13, 5%, 1%, -1%, 1, 6%[9.24 µM], 6

Reformatted as labelled records: entries from further up
CN(C(=O)CSc1nnc(-c2ccncc2)n1C)C1CCS(=O)(=O)C1 (centres undefined)
  SW480 rerep: 2%	KB-3-1 tox: -1%	DRD3 antagonist: 0	HT1080-NT tox: 18%	KB-V1 cytotox: 0%	GLP-1R agonist: 3%	D3 ag: -7	HT1080 IDH1KD tx: 11%	IL-1B inflam inh: 21
CCCn1c(N)c(C(=O)COC(=O)CNC(=O)c2ccccc2OCC)c(=O)[nH]c1=O
  SW480 rerep: -16%	KB-3-1 tox: 0%	DRD3 antagonist: -18	HT1080-NT tox: 1%	KB-V1 cytotox: -5%	GLP-1R agonist: -2%	D3 ag: -3	HT1080 IDH1KD tx: 0%	IL-1B inflam inh: ?
CCc1ccc(CN(C(=O)c2cc3ccccc3oc2=O)C2CCS(=O)(=O)C2)cc1 (centres undefined)
  SW480 rerep: -1%	KB-3-1 tox: -2%&0%	DRD3 antagonist: 17	HT1080-NT tox: 15%	KB-V1 cytotox: -5%&0%	GLP-1R agonist: -10%	D3 ag: -1&-2	HT1080 IDH1KD tx: 2%	IL-1B inflam inh: 8
Cc1cc(N/N=C/c2ccc(N(C)C)cc2)nc(NCc2ccccc2)n1
  SW480 rerep: 21µM*	KB-3-1 tox: -1%	DRD3 antagonist: 8	HT1080-NT tox: 8%	KB-V1 cytotox: -5%	GLP-1R agonist: 4%	D3 ag: -7	HT1080 IDH1KD tx: 8%	IL-1B inflam inh: -61*

Remaining list, next part.
Every second line gives: SW480 rerep, KB-3-1 tox, DRD3 antagonist, HT1080-NT tox, KB-V1 cytotox, GLP-1R agonist, D3 ag, HT1080 IDH1KD tx, IL-1B inflam inh
O=[N+]([O-])c1ccccc1S(=O)(=O)Nc1ccc(S(=O)(=O)N2CCCC2)cc1
→ -4%, 5%, 12, 5%, 0%, -9%, 12, 10%, 0
Cc1cc(C)c(S(=O)(=O)Cc2ccccc2)c(Cl)n1
→ 1%, 2%, -18, 20%, 12%, 2%, 8, 22%, 10
CN(C)c1ccc(-c2nc3ccccc3n2C)cc1
→ ?, ?, -8, ?, ?, -11%, -8, 11µM*, -66*
CC(Sc1ncnc2sccc12)C(=O)Nc1ccc(S(=O)(=O)N2CCOCC2)cc1 (centres undefined)
→ -5%, 3%, 7, -5%, 23µM*, 25%, -3, -2%, 15
O=C(O)[C@@H]1CCCN1C(=O)c1ccco1
→ -1%, -6%, 8, 1%, -3%, 3%, 5, 11%, -4
Cc1cc(C)c(C#N)c(SCc2ccccc2C(=O)O)n1
→ 2%, 12%, -14, ?, -6%, -22%, -2, 22%, 20
COc1ccccc1N1CCN(C(CNS(=O)(=O)c2cccs2)c2cccnc2)CC1 (centres undefined)
→ -7%, ?, -50*, 2%, -2%, 3%, -7, -1%, -11
COCCn1c(SCC(=O)Nc2ccc(C)cc2)nc2c(oc3ccccc32)c1=O
→ 0%, 12%, -20, 10%, -14%, -1%, -15, 10%, 23
CCOC(=O)[C@@H]1[C@H]2COc3cc(OC)ccc3[C@@H]2N2C(=O)N(c3ccc(C)cc3)C(=O)[C@]12C
→ 5%, 0%, -29, -1%, 1%, -2%, -14, 9%, 18
COC(=O)C1CCN(C(c2cc(OC)c(OC)c(OC)c2)c2sc3nc(C)nn3c2O)CC1 (centres undefined)
→ -3%, -13%, 15, ?, 1%, -1%, 2, 1%, 8
CSc1ccccc1NC(=O)c1ccccc1N(C)S(C)(=O)=O
→ -1%, 18%, 9, -2%, -14%, 2%, 1, 0%, 8
CSc1ccc(S(=O)(=O)Nc2c(C)n(C)n(-c3ccccc3)c2=O)cc1
→ -14%, -8%, 6, -8%, 16%, -2%, 6, 3%, ?
CCS(=O)(=O)N1CCC(NC(=O)C(Cc2cc(OC)ccc2OC)NC(C)=O)CC1 (centres undefined)
→ 0%, 12%, -14, 20%, ?, 10%, -15, -4%, 24
Cc1ccc(C(=O)Nc2ccccc2C(=O)NC(C(=O)O)C(C)C)cc1 (centres undefined)
→ -11%, 4%, -11, 7%, -15%, -2%, -22, -5%, 40
Cc1ccc(N2C(=O)C3NN=C(C(=O)OCc4ccccc4)C3C2=O)cc1 (centres undefined)
→ 6%, -3%, -3, 13%, -5%, 0%, -23, 1%, 6

Rows are unselected, and some 12% of all compounds hit somewhere here.
